Source: PubChem
PV pol inh: inhibitors of poliovirus RNA polymerase binding and polymerization; % elongation, % (compound at 16.7 µg/mL); P03300; poliovirus polymerase elongation, fluorescence polarization; hits give low values; 0.66% of 150,000 active; in the data active means % elongation below about 90%; further: some results filed as inactive read as strong as hits
Target sequence (P03300 1749-2209 limits assumed): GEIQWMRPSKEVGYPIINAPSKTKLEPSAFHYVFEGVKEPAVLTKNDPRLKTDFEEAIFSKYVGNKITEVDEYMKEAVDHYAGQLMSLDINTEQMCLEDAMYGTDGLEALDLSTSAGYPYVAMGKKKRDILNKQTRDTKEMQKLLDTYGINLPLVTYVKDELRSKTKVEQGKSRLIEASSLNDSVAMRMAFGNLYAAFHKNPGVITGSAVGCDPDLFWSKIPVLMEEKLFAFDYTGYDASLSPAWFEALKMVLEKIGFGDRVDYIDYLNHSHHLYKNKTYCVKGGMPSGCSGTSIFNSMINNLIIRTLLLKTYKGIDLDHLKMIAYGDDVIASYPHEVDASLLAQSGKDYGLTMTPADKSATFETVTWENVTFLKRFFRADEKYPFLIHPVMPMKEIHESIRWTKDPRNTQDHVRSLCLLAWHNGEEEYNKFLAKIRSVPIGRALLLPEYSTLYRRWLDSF
PV pol inh FP z-score: also measured in PV pol inh; calls as there; z-score; measured here: FP z-score; hits read low
* = called active by the depositor; & = joins results of further samples. Not all compounds are listed. The share of hits here may be higher or lower than overall.

The line under a structure holds: PV pol inh, PV pol inh FP z-score
- CCC(CC)NC(=O)c1cccc(OC)c1OC
    99, -0.2
- CN(C)/N=C/c1cn(-c2ccccc2)nc1-c1cccnc1
    107, 0.5
- COc1ccc(C2NC(CC(C)C)(C(=O)O)C3C(=O)N(c4ccccc4OC)C(=O)C23)cc1 (stereo unspecified)
    101, 0
- CCCCc1c(O)cc(-c2ccccc2)n(Cc2ccccc2)c1=O
    105, 0.2
- CC(C)(C)c1ccc(-c2noc(-c3ccc4c(c3)CCO4)n2)cc1
    102, -0.1
- OC1CCCc2ccccc21 (stereo unspecified)
    104, 0.3
- O=C1NC(=O)C2CC=CCC12 (stereo unspecified)
    103, 0
- CCOC(=O)c1c(NC(=O)c2cc3nc(-c4ccc(OC)cc4)cc(C(F)(F)F)n3n2)sc(C)c1C
    105, -0.2
- COc1ccc(C(=O)C(C(c2ccccc2)N2CCOCC2)N2CCOCC2)cc1 (stereo unspecified)
    100, -0.3
- CCOc1ccc(C(=O)NC2CCCCC2)cc1
    108, 0.5
- CNC(=S)Nc1cccc(C(=O)OC)c1
    101, -0.2
- CCOc1ccccc1NC(=O)CCNS(=O)(=O)c1ccc2c(c1)CCN2C(=O)C1CC1
    102, -1.3
- CCn1cc(C(=O)NCC(OC)OC)c(=O)c2cc(S(=O)(=O)N3CCCC3)ccc21
    101, -0.1
- CCOc1ccc(NC(=O)Cc2csc(COc3cccc(C)c3)n2)cc1
    103, -0.8
- COc1cc(OC)cc(C(=O)N2CCC(C(=O)NC(C)C)CC2)c1
    103, 0.5

The final 3 entries of the section before come first, to join the parts.
The line under a structure holds: PV pol inh, PV pol inh FP z-score
- CCn1cc(C(=O)NCC(OC)OC)c(=O)c2cc(S(=O)(=O)N3CCCC3)ccc21
    101, -0.1
- CCOc1ccc(NC(=O)Cc2csc(COc3cccc(C)c3)n2)cc1
    103, -0.8
- COc1cc(OC)cc(C(=O)N2CCC(C(=O)NC(C)C)CC2)c1
    103, 0.5
- O=S(=O)(NCC1OCCc2ccccc21)c1ccccc1 (stereo unspecified)
    102, 0.2
- Nc1ccc(S(=O)(=O)C(F)(F)F)cc1
    100, -0.3
- CS(=O)(=O)c1cccc(Cl)n1
    113, 1.5
- CCCCCOc1ccc(Cn2c(=O)oc3ccccc32)cc1
    102, -0.8
- CN1C(=O)Cc2cc(S(=O)(=O)CCC(=O)N3CCN(c4ccccc4F)CC3)ccc21
    104, -0.2
- O=C1S/C(=C/c2cc3c(cc2Cl)OCO3)C(=O)N1c1ccccc1
    100, -0.4
- Cc1cccc(-n2nnnc2SCC(=O)c2c[nH]c3ccccc23)c1
    99, 0.2
- COCCCNC(=O)c1ccc2c(c1)N=C(C)c1c(C)ccc(C)c1S2
    106, 0.6
- COc1cccc(NC(=O)CSC2=Nc3ccccc3N=C(c3ccc(F)cc3)C2)c1
    112, 1.3
- CNC(=O)CN(c1cccc2ccccc12)S(C)(=O)=O
    101, -0.1
- Cc1ccc2cc(CCNC(=O)c3ccc(S(=O)(=O)N(C)C)cc3)c(=O)[nH]c2c1
    100, -0.4
- Cc1ccccc1CN(CCO)Cc1ccccc1
    101, 0.4
- CCNc1nc(F)cc(F)n1
    99, -0.5
- O=P(O)(c1ccccc1)c1ccccc1
    101, 0.4
- Cc1cc(NC(=O)NC(=O)c2cccs2)n[nH]1
    108, 0.7
- COc1cccc(COC(=O)c2ccc(-c3nnn(Cc4cccc(OC)c4)n3)cc2)c1
    109, 0.9
- C[C@]12C[C@H](O)[C@H]3[C@@H](CCC4=CC(=O)CC[C@@]43C)[C@@H]1CC[C@@H]2C(=O)CO
    101, 0.2
- COCCCNc1ncnc2c1nnn2C
    108, 0.1
- O=C(NCc1ccccc1Cl)c1ccc(Cn2c(=O)c3cccn3c3cccnc32)cc1
    103, -0.8
- CC(C)NC(=O)CSc1cc(-c2cccnc2)c2c(c1C#N)CCCC2
    111, 0.9
- CCC(Sc1nc(-c2ccccc2)c(-c2ccccc2)[nH]1)C(=O)O (stereo unspecified)
    103, 0.4
- CCOC(=O)/C(=N\O)C1=CSC2=NNC(C)(C)N12
    109, 0.6
- CC(=O)Nc1cccc(OCCCNS(=O)(=O)c2cn(C)c(C)n2)c1
    99, -0.8
- CC(C)OCCCNC(=O)Cn1ccc2cc(S(=O)(=O)N3CCCCCC3)ccc21
    105, -0.6
- O=C(NCc1cccc(F)c1)C1=Cc2cc(Br)ccc2OC1
    109, 0.6
- O=C(c1ccc(CNS(=O)(=O)c2ccccc2)cc1)N1CCC2(CC1)OCCO2
    99, -0.5
- Cc1cc(C)cc(NC(=O)CSCc2cc(=O)c3ccc(C)c(C)c3[nH]2)c1
    109, 0.6
- CS(=O)(=O)N(Cc1ccc(C(=O)O)cc1)c1cccc(Cl)c1Cl
    108, 0.4
- COc1cccc(-c2cc(C(=O)NCc3ccccc3)no2)c1
    104, 0
- CN1C(C(=O)Nc2ccc(OC(F)(F)F)cc2)=CC(c2ccc3c(c2)OCO3)=NS1(=O)=O
    107, -0.1
- CC1CC(C)CN(S(=O)(=O)c2ccc3nnn(O)c3c2)C1 (stereo unspecified)
    99, -0.4
- O=c1c2cnn(-c3cccc(Cl)c3)c2ncn1CCC1OCCO1
    104, 0.5
- CN(C)C1(CNCC(=O)Nc2ccc(Cl)cc2Cl)CCCCC1
    104, 0.1
- Nc1c2c(nc3ccn(-c4ccccc4)c(=O)c13)CCCCC2
    105, 1.2
- CC(=O)N1CCc2c(sc3nc(SCc4cccc(F)c4)n(Cc4ccco4)c(=O)c23)C1
    102, 0.1
- O=C(c1cnc2ccc(Cl)cc2c1Cl)N1CCOCC1
    103, 0.2
- COc1ccc(-n2[nH]c(C)c(C(C)=NCCc3ccc(S(N)(=O)=O)cc3)c2=O)cc1
    106, 1.3
- CCN(CC)CC(=O)OC1CC2CCC1(C)C2(C)C (stereo unspecified)
    108, 0.5
- CP(=O)(O)CN1CCN(CP(C)(=O)O)CC1
    97, -1
- NC(=O)Cn1c(=O)n(CCC(=O)NCCc2ccc(Cl)cc2)c(=O)c2sccc21
    97, -1.1
- O=C(NN1C(=O)S/C(=C/c2ccc(Cl)cc2)C1=S)c1ccccc1Cl
    102, -0.1
- Cc1ccc(Nc2nc(C(=O)NCC3CCCO3)cs2)cc1 (stereo unspecified)
    102, 0.1
- O=C(NCc1ccccc1Cl)c1ccc2c(c1)N(Cc1ccccc1)CCS2
    109, 1.4
- CCCCC[C@H](O)/C=C/[C@@H]1[C@@H](CCCCCCC(=O)O)[C@@H](O)C[C@H]1O
    103&100, 0.7&0.1
- Cc1ccc(C)c(CN2C(=O)c3ccccc3S(=O)(=O)c3ccc(C(=O)N4CCCC4)cc32)c1
    100, -1.5
- CCN(CCO)c1ncnc2onc(-c3ccccc3C)c12
    105, 0.5
- CCC1CCCCN1CCCNC(=O)c1ccc2c(c1)sc1nc(-c3ccc(F)cc3)cn12 (stereo unspecified)
    100, -1.2
- CCOC(=O)COc1ccc(C=C2C(=O)NC(=O)NC2=O)cc1Br
    99, -0.2
- CCc1ccc2[nH]c(C(=O)NCc3ccccc3)cc2c1
    105, 0.2
- CCCc1cc(=O)[nH]c(Nc2cc(C)ccc2OC)n1
    108, 0.4
- COc1ccc(OC)c(NC(=O)CN(c2ccccc2OC)S(=O)(=O)c2ccc(C)cc2)c1
    106, 0.4
- O=C(Nc1cccc(Cl)c1Cl)c1cc(S(=O)(=O)NCCc2ccccc2)ccc1F
    102, -1.1
- Cn1c(C(C#N)C(=O)c2cccs2)nc2ccccc21 (stereo unspecified)
    92, -2.9
- CC(CCC(=O)O)C1CCC2C3CCC4C[C@H](O)CCC4(C)C3CC(=O)C12C (stereo partly specified)
    101, -0.5
- Cc1cccc(CCNC(=O)C2CCCN(c3cnccn3)C2)c1 (stereo unspecified)
    101, -0.5
- NCC1CC2CCC1C2 (stereo unspecified)
    102, 0.2
- Cn1c(=O)c(=O)n(C)c2cc(S(=O)(=O)CCC(=O)Nc3cccc(C(F)(F)F)c3)ccc21
    104, -0.5
- C#CC(C)(C)OC(=O)Nc1ccccc1
    101, 0.3
- Cc1[nH]n(-c2ccccc2)c(=O)c1/C=N/O
    102, 0.1
- CC[C@H]1OC(=O)[C@H](C)[C@@H](O[C@H]2C[C@@](C)(OC)[C@@H](O)[C@H](C)O2)[C@H](C)[C@@H](O[C@H]2O[C@H](C)C[C@H](N(C)C)[C@H]2O)[C@](C)(O)C[C@@H](C)C(=O)[C@H](C)[C@@H](O)[C@]1(C)O
    100, -0.1

Later entries:
The line under a structure holds: PV pol inh, PV pol inh FP z-score
- CN(C(=O)CSc1nc2ccc(NC(=O)c3ccc(F)cc3)cc2s1)c1ccccc1
    109, 0.5
- O=C(O)CCC(=O)c1ccc(I)cc1
    101, -0.3
- Cc1cccc(CCNC(=O)CCS(=O)(=O)c2cc3c(cc2Cl)NC(=O)CO3)c1
    95, -2.3
- CNC1(C)C2CCC(C2)C1(C)C (stereo unspecified)
    99, -0.3
- Cc1noc(Cn2c(=O)c3cc4c(cc3n(CC(=O)Nc3ccccc3Br)c2=O)OCO4)n1
    104, -1
- CN(CC(=O)Nc1ccc(C(N)=O)cc1)Cc1c(F)cccc1Cl
    107, 0.6
- CN(CC(=O)Nc1nc2ccccc2s1)S(=O)(=O)c1ccccc1
    99, -0.1
- CCOc1cccc2sc(N3CCN(C(=O)c4ccco4)CC3)nc12
    108, 0.3
- CCC1=C/C(=C/N(C)c2ccccc2)C(=O)S1
    101, -0.3
- Cc1c(/C=N/NC(=O)CCc2ccc(S(=O)(=O)N3CCOCC3)cc2)cc(C#N)n1C
    109, 0.7
- O=C1CCCN2C(=N1)SC(=S)N2CN1CCN(Cc2ccccc2)CC1
    101, 0.2
- CCc1ccc2c(c1)c(=O)c(S(=O)(=O)c1ccc(F)cc1)cn2CC(=O)Nc1ccccc1OC
    106, -0.3
- O=C(Nc1ccccc1C(=O)OCc1cc(=O)n2nc(C3CC3)sc2n1)c1ccc(Cl)cc1
    105, -0.3
- CCOC(=O)c1n[nH]n2c1nc(=S)c1ccccc12
    102, 0.1
- Cc1noc(C)c1COC(=O)/C=C/c1cn(-c2ccccc2)nc1-c1ccc2c(c1)OCCO2
    101, -0.1
- O=C(CN1C(=O)c2ccccc2S1(=O)=O)N1CCCC1
    105, 1.2
- COc1cccc(CN(C(=O)c2ccc(C(C)(C)C)cc2)C2CCS(=O)(=O)C2)c1 (stereo unspecified)
    109, 0.6
- O=C(C1CCC(CNS(=O)(=O)c2cccc3nsnc23)CC1)N1CCc2ccccc21 (stereo unspecified)
    100, -0.4
- COc1ccc(/C=C/C(=O)Nc2nc3ccc(S(C)(=O)=O)cc3s2)cc1Br
    103, 0.4
- CCn1c(CN(CCO)CCO)nc2ccccc21
    103, 0.4
- Cc1cc(=O)n(Cc2ccncc2)c2c1c(C)nn2C
    98, -1.8
- O=C(C1=C2SC=C(c3ccccc3)N2CCCC1)c1cccs1
    98, -0.3
- O=C(Nc1ccc(Br)cc1F)C1CCN(c2nc3ccccc3[nH]2)CC1
    102, -1.2
- CCn1c(O)c(C=Nc2ccccc2)oc1=S
    102, 0.2
- CC(C)OP(C)(=O)C(N)=O (stereo unspecified)
    101, 0.1
- COc1ccc(/C=N/c2oc(C)c(C)c2C#N)c(OC)c1
    110, 0.8
- COc1ccc(CCNC(=O)c2ccc3c(c2)N(Cc2ccccc2)C(=O)c2ccccc2S3=O)cc1OC (stereo unspecified)
    -15*, -16*
- O=C1CN(Cc2ccccc2)c2ccccc2N1
    100, -0.3
- COc1ccc(NC(=O)c2cnn(-c3ccc(F)cc3F)c2C2CCN(C(=O)OC(C)(C)C)CC2)cc1Cl
    109, 0.5
- C=CCn1c(=S)[nH]c2sc3c(c2c1=O)CCN(C(=O)OCC)C3
    100, -0.1

A section from further up, as a working copy:
The line under a structure holds: PV pol inh, PV pol inh FP z-score
- O=C(CN1C(=O)c2ccccc2S1(=O)=O)N1CCCC1
    105, 1.2
- COc1cccc(CN(C(=O)c2ccc(C(C)(C)C)cc2)C2CCS(=O)(=O)C2)c1 (stereo unspecified)
    109, 0.6
- O=C(C1CCC(CNS(=O)(=O)c2cccc3nsnc23)CC1)N1CCc2ccccc21 (stereo unspecified)
    100, -0.4

Further records.
The line under a structure holds: PV pol inh, PV pol inh FP z-score
- CN1C(=O)C(=Cc2ccc(O)cc2)C(=O)N(C)C1=O
    104, 0.5
- CC1(c2ccc(Cl)cc2Cl)NC(=O)N(CC#N)C1=O (stereo unspecified)
    99, -0.2
- O=C(CCc1nc2sc3c(c2c(=O)[nH]1)CCCC3)N1CCN(Cc2ccc3c(c2)OCO3)CC1
    110, 0.9
- CC(c1ccccc1)n1cncc1C(=O)O (stereo unspecified)
    101, -0.3
- CCCCN1CN(CCc2cccc(Cl)c2)Cn2c1nc1ccccc12
    102, 0
- Cc1ccc2c(C)c(C(=O)N3CCC(c4nc5ccccc5s4)CC3)oc2c1C
    109, 0.2
- CC(CCc1ccccc1)NC(C)C(O)c1ccc(O)cc1 (stereo unspecified)
    100, 0
- O=C(NC1=NCCS1)c1cccc(S(=O)(=O)N2CCCc3ccccc32)c1
    97, 0
- CCCc1c(C)[nH]c2ccc(C(=O)O)cc2c1=S
    96, -1
- CSC1=NCCN1C(=O)Cc1cccs1
    102, -0.1
- Cc1ccc(Cn2nnc(-c3ccccc3C)n2)cc1
    103, 1.3
- O=C1CN(C(=O)c2ccc3c(c2)OCO3)C(c2ccccc2)c2cc(F)ccc2N1 (stereo unspecified)
    101, -0.1
- CC(=O)N1c2c(cc(Br)cc2S(=O)(=O)N2CCN(c3ccccc3)CC2)CC1C (stereo unspecified)
    103, -0.4
- N#C/C(=C(\O)c1ccccc1)c1nc2ccccc2c(=O)[nH]1
    109, 0.5
- COc1ccc(NCc2cc(=O)n3c(-c4ccccc4)csc3n2)cc1
    118, 2.6
- CSc1ncc(Cl)c(C(=O)N(Cc2ccccc2Cl)C2CCS(=O)(=O)C2)n1 (stereo unspecified)
    121, 0.4

Some of the entries so far, field by field.
SMILES: CSC1=NCCN1C(=O)Cc1cccs1
- PV pol inh: 102
- PV pol inh FP z-score: -0.1

SMILES: CSc1ncc(Cl)c(C(=O)N(Cc2ccccc2Cl)C2CCS(=O)(=O)C2)n1 (stereo unspecified)
- PV pol inh: 121
- PV pol inh FP z-score: 0.4

SMILES: Cc1ccc2c(C)c(C(=O)N3CCC(c4nc5ccccc5s4)CC3)oc2c1C
- PV pol inh: 109
- PV pol inh FP z-score: 0.2
